Screens (PubChem)
K1F lysis inhibition: inhibition of K1F phage lysis, E. coli UTI89, bacterial capsule biogenesis inhibitors, alamar blue (AID 488966). E. coli UTI89 K1F phage lysis, alamar blue, 2 h; higher % means a stronger effect. inhibition, % at 100 µM, or IC50 in µM where a hit was titrated. 340,000 compounds, 0.02% hits;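 active means phage lysis inhibition, versus mean bacterial control, above a set limit; inconclusive means no clear call, values can overlap the other calls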;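 further: capsule biogenesis inhibitors block K1F phage lysis so surviving cells raise fluorescence; higher fluorescence means more inhibition of phage lysis; actives were called in the ten point dose series up to 300 µM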
RSV CPE inhibition: RSV antiviral activity via CPE protection, HEp-2 cells, primary 10 µM value included (AID 2391); CPE inhibition, % at 10 µM; hits with a dose series show IC50 in µM; HEp-2 cells, RSV-induced CPE inhibition; higher % means a stronger effect; 310,000 compounds, 0.13% hits; in the data active means a potency from the dose series; inconclusive means CPE inhibition mostly from about 23% at the one dose, without a potency; inactive means the rest, 99 in 100 with CPE inhibition below about 21%; further: strong numbers were not always called active
SV40 large T antigen: SV40 large T antigen inhibitors, biochemical (AID 1903); SV40 large T antigen ATPase/helicase inhibition assay; higher % means a stronger effect; one-dose inhibition, % at 20 µM; IC50 in µM for titrated hits; 310,000 compounds, 0.39% hits; in the data active means a potency from the dose series; inconclusive means inhibition mostly from about 32% at the one dose, without a potency; inactive means the rest, 99 in 100 with inhibition below about 32%; further: strong numbers were not always called active
West Nile virus CPE: West Nile virus antiviral activity, cell-based, CPE readout (AID 1621); West Nile virus-infected cells, CPE inhibition; higher % means a stronger effect; CPE inhibition, % at 10 µM; hits with a dose series show IC50 in µM; 290,000 compounds, 0.02% hits; in the data active means a potency from the dose series; inconclusive means CPE inhibition mostly from about 3.7% at the one dose, without a potency; inactive means the rest, 99 in 100 with CPE inhibition below about 2.2%; further: strong numbers were not always called active
NTR1 ag: agonists of NTR1, primary screen, imaging, U2OS cells, beta-arrestin-GFP, high content (AID 493036). Neurotensin receptor type 1 (Homo sapiens), P30989. NTR1-U2OS beta-arrestin-GFP spot imaging, agonist mode. activation, % at 20 µM. 330,000 compounds, 0.17% hits;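 active means activation at or above 40% of the spot to cytoplasm intensity ratio, with at least 20 cells analyzed; inconclusive means wells under 20 cells, flagged as cytotoxic or low count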;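 further: 0% = DMSO without peptide and 100% = 100 nM NTR1 peptide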
Target sequence (P30989 whole entry, looked up): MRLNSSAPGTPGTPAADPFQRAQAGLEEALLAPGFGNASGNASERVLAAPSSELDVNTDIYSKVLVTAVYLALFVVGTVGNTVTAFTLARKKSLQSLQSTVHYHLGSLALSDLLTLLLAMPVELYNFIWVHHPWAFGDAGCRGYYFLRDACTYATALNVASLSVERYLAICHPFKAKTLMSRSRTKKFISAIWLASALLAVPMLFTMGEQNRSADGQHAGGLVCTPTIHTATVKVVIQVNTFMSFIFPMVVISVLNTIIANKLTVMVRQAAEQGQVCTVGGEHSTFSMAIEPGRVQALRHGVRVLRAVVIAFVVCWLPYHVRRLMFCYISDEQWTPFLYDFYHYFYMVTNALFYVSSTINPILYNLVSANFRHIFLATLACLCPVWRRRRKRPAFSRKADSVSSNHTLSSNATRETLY
AID2073: inhibitors of Mint1-CaV2.2 protein interaction, biochemical, HTRF (AID 2073); one-dose inhibition, % at 20 µM; IC50 in µM for titrated hits; HTRF protein-protein interaction, Mint1-CaV2.2; higher % means a stronger effect; Voltage-dependent N-type calcium channel subunit alpha-1B (Homo sapiens); 290,000 compounds, 0.19% hits; in the data active means inhibition mostly above about 51%, no sharp cut-off; inconclusive means no clear call, values can overlap the other calls; inactive means mostly below about 53%; further: some results filed as inactive read as strong as hits
Dengue-2 NS5 capping: Dengue-2 NS5 methyltransferase inhibitors, primary screen, biochemical, confirmation dose response (AID 588689); Dengue-2 NS5 methyltransferase capping enzyme assay, biochemical; higher % means a stronger effect; Genome polyprotein (Dengue virus type 2 (strain 16681-PDK53)); 340,000 compounds, 0.3% hits; inhibition, % at 25 µM, or IC50 in µM where a hit was titrated; in the data active means a potency from the dose series; inconclusive means inhibition above about 29% without an active follow-up result
MgcRacGAP inhibition: MgcRacGAP GTPase-activating activity inhibitors, confirmation, biochemical, ADP Hunter fluorescence. Rac GTPase-activating protein 1 (Homo sapiens). MgcRacGAP-stimulated Rac1 GTP hydrolysis, ADP Hunter fluorescence; higher % means a stronger effect; GST-tagged Rac1 F28L mutant substrate. one-dose inhibition, % at 30 µM; IC50 in µM for titrated hits. 340,000 compounds, 0.6% hits. AID 624330, 2012;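 active means first-screen hits whose inhibition reached a set limit at any dose in the follow-up dose series; inconclusive means inhibition above the set first-screen limit but never retested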;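 further: fluorescence reports GDP produced by GAP-driven GTP hydrolysis; strong numbers were not always called active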
Siah-1 displacement: Siah-1 peptide-binding antagonists, primary screen, biochemical, fluorescence polarization, rhodamine-plectin, uHTS (AID 1817). E3 ubiquitin-protein ligase SIAH1 (Homo sapiens). Siah-1 / rhodamine-plectin peptide fluorescence polarization; higher % means a stronger effect. displacement, % at 20 µM; hits with a dose series show IC50 in µM. 290,000 compounds, 0.02% hits;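 active means displacement of at least 50% at 20 µM, with a fluorescence ratio check between 0.3 and a set limit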;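 further: plate controls were Siah plus tracer with DMSO for no effect and tracer alone without Siah for full effect; strong numbers were not always called active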
NTR1 ag cell count 20 µM: further read-out of NTR1 ag, marked with its call; cell count; measured here: cell count, cytotoxicity flag
Dengue-2 NS5 capping pilot replicate: further read-out of Dengue-2 NS5 capping, marked with its call; inhibition, %; measured here: pilot screen replicate inhibition
Numbers without * were called inactive; ? = inconclusive; / = no result given; [ ] = remark or other dose.

SMILES	K1F lysis inhibition	RSV CPE inhibition	SV40 large T antigen	West Nile virus CPE	NTR1 ag	NTR1 ag cell count 20 µM	AID2073	Dengue-2 NS5 capping	MgcRacGAP inhibition	Siah-1 displacement	others
Cc1cc(C(=O)Nc2sc3c(c2C#N)CCC(C(C)(C)C)C3)no1 (stereo not drawn)	-0.2%	1.3%	10.1%	-0.1%	0.6	55	4.6%	0.0%	7.0%	-4.5%
CC(C)c1ccccc1NC(=S)NC1CCCCC1	1.3%	5.2%	13.5%	-0.7%	1.4	54	?	-7.6%	9.8%	9.8%
COC(=O)c1cn(-c2ccccc2)c(C)c1C(=O)OC	1.5%	-1.2%	2.9%	-0.1%	0.4	43	-4.2%	1.6%	7.5%	2.2%
CC(C)N(CC(N)=O)C(=O)Cc1coc2cc3c(cc12)CCC3	3.9%	1.4%	5.1%	-0.6%	1.2	58	-1.5%	-5.1%	4.2%	-0.1%
O=C(NC1CCSc2ccccc21)c1cccc(OC(F)F)c1 (stereo not drawn)	0.9%	1.1%	5.8%	-0.5%	1.2	40	-2.1%	-9.1%	-0.9%	-5.0%
C#CCNC(=O)C1=C[C@@H](c2ccccc2)C[C@@H](OCCCCO)O1	0.6%	-0.4%	27.4%	-0.4%	0.9	97	/	-4.0%	9.3%	/
COC(=O)/C(=N/Nc1ccccc1C)Sc1nnc(C(O)c2ccccc2)n1-c1ccccc1 (stereo not drawn)	1.3%	1.9%	9.3%	0.0%	0.0	90	-24.4%	-5.4%	7.4%	-8.2%
CCn1c(Cc2ccccc2)nnc1SCC(=O)Nc1nccs1	0.1%	3.0%	0.8%	-0.6%	0.7	57	4.5%	-0.7%	16.4%	-3.2%
O=C(Nc1cccnc1Cl)c1cc(-c2ccc(Cl)cc2)on1	0.1%	1.0%	25.6%	12.0%	0.8	54	24.1%	-14.3%	5.1%	0.5%
CC1CCc2nc3ccccc3c(C(=O)OCC(=O)N3CCc4ccccc43)c2C1 (stereo not drawn)	3.4%[50 µM]	3.0%	4.3%	-0.7%	18.8	60	9.8%	-7.0%	3.5%	-4.9%
COc1c(Cl)cc(C(=O)Nc2ccc(Cl)cn2)cc1Cl	0.4%	3.6%	9.1%	0.3%	2.3	61	9.9%	4.1%	7.1%	-2.7%
Cc1c(C(=O)Oc2ccc(Cl)cc2)n(C)oc1=O	0.5%	2.7%	18.4%	0.7%	0.0	48	11.4%	-18.7%	14.7%	1.3%
O=C(CNc1cccc(S(=O)(=O)N2CCCCC2)c1)Nc1cccc(F)c1	0.1%[50 µM]	14.5%	10.3%	/	1.7	66	/	-1.4%	4.5%	/
O=C(CCN1CCN(CC(=O)Nc2ccccc2F)CC1)Nc1ccccc1F	0.2%	0.7%	0.2%	0.1%	0.0	55	-2.6%	-1.4%	6.8%	-6.1%
CC(C)[C@H](NC(=O)[C@@H]1CSC2c3ccccc3C(=O)N21)C(=O)NCc1ccncc1 (stereo partly drawn)	0.2%	1.6%	9.8%	-0.7%	-2.3	43	-0.9%	-0.9%	9.7%	1.0%
Cc1cc(C(=O)COC(=O)c2cnccn2)c(C)n1-c1ccc(Br)cc1	3.5%	/	/	/	-0.6	65	/	-1.6%	3.0%	/
Cc1nn(CC(=O)NCc2ccccn2)c(C)c1[N+](=O)[O-]	0.9%[50 µM]	-1.1%	5.9%	-0.5%	0.5	72	-4.7%	-6.4%	9.2%	0.2%
CCOc1ccc(NC2=C(Cl)C(=O)N(C3CCCCC3)C2=O)cc1	0.1%	7.3%	13.0%	1.3%	6.1	72	-5.2%	4.5%	10.5%	2.2%
Cc1cc(OC2CCCCC2)nc(-c2ccccc2O)n1	0.2%	1.0%	-2.7%	2.2%	7.5	103	-1.1%	-2.0%	2.3%	-1.9%
Cc1ccc(OCCCSc2ncccn2)cc1C	0.0%	4.1%	4.5%	0.8%	-1.4	96	-5.3%	-9.0%	9.0%	2.2%
COc1cccc(OC)c1C(=O)Nc1ccc2c(c1)n(C)c(=O)n2C	-0.1%	0.7%	10.1%	-0.6%	-0.3	60	4.7%	2.6%	6.5%	6.1%	Dengue-2 NS5 capping pilot replicate=-2.7
O=C(CN1CCN(c2ccc(F)cc2)CC1)Nc1cccnc1Cl	0.0%	17.9%	10.8%	-0.3%	-0.7	78	-5.2%	2.7%	12.3%	-0.2%
Cc1ccc(-n2ncc(-c3nnc(SCC(=O)NC4CCCC4)o3)c2N)cc1C	1.8%	5.8%	-0.1%	/	-1.1	55	6.5%	-4.0%	4.1%	2.7%
COc1ccccc1N1CCN(C(=O)CCCNC(=O)Cn2cnc3sc(C)c(C)c3c2=O)CC1	-0.1%	0.7%	4.0%	-0.2%	1.0	51	7.8%	-15.7%	2.9%	2.9%
O=C(CNC(=O)c1ccccc1F)OC1CCOC1=O (stereo not drawn)	0.8%[50 µM]	/	/	/	2.4	53	/	-4.4%	2.0%	/
Cc1ccc2occ(CN3CCN(Cc4ccccc4)CC3)c(=O)c2c1	/	-1.2%	11.9%	/	1.1	69	-1.6%	/	/	-3.6%
CCN(CC)CCNC(=O)c1cn(CC)c2ccc(S(=O)(=O)N3CCc4ccccc4C3)cc2c1=O	-0.3%	-1.2%	/	0.1%	1.9	81	4.8%	-9.2%	4.5%	-3.6%
CC(=O)Nc1c(S(=O)(=O)c2ccccc2)c2nc3ccccc3nc2n1Cc1ccccc1	1.2%	6.2%	15.1%	0.2%	0.5	53	-3.6%	-1.1%	15.3%	3.6%
Cc1nc2c(C(=O)NCc3ccccc3Cl)c[nH]n2c(=O)c1Cl	-0.3%	0.0%	12.5%	1.5%	1.9	51	6.4%	1.4%	4.5%	-2.1%
COc1ccc(C(c2nnnn2Cc2cccs2)N2CCN(c3ccccc3F)CC2)cc1 (stereo not drawn)	7.3%	7.0%	-3.3%	-0.6%	-3.4	65	-2.4%	-9.7%	8.7%	-0.4%
N/C(Cc1cccc2ccccc12)=N\OC(=O)c1ccccc1F	0.2%[50 µM]	1.5%	2.4%	0.0%	0.2	42	-0.6%	1.3%	3.2%	1.6%
C1=CC2CC1CC2CN1CCN(Cc2ccccc2)CC1 (stereo not drawn)	-0.5%	-1.1%	3.7%	-0.1%	-0.6	50	11.2%	3.4%	?	2.0%
Cc1ccc(C(NC(=O)c2cccc(S(=O)(=O)N3CCN(C)CC3)c2)c2ccccc2)cc1 (stereo not drawn)	0.2%	-0.7%	/	/	-1.0	51	/	-0.7%	4.3%	/
CC(C)c1ccc2occ(-c3nn[nH]n3)c(=O)c2c1	0.1%	2.2%	6.5%	0.1%	0.1	81	25.1%	-4.5%	13.7%	9.5%
CCN(CC(=O)NC1CCCCC1)S(=O)(=O)c1ccc(Cl)cc1	-1.5%[50 µM]	0.1%	-5.1%	0.2%	-1.0	60	2.9%	0.7%	4.7%	1.0%
CCCCN1C(=O)/C(=C/C=C2\N(C)c3ccccc3C2(C)C)SC1=S	/	?	0.4%	0.4%	0.5	74	-4.1%	/	/	86.3%
Cc1ccc(CNc2nc3ccccc3n3cnnc23)cc1	-0.4%	-0.9%	6.8%	-0.2%	0.4	74	-1.3%	-2.8%	-1.5%	5.6%
Cc1ncsc1C(=O)N1CCCC(C(=O)c2ccc3ccccc3c2)C1 (stereo not drawn)	-0.2%	2.3%	0.1%	-0.6%	-0.3	60	1.0%	-5.9%	4.3%	0.2%
Cc1ccc(NC(=O)COC(=O)c2ccc(S(=O)(=O)NCc3ccco3)cc2)cc1	0.4%[50 µM]	1.1%	/	/	-1.5	59	/	-4.5%	6.2%	/
CCN(CC)S(=O)(=O)c1ccc(O)c(NC(=O)c2ccc(N3CCOCC3)c([N+](=O)[O-])c2)c1	1.5%[50 µM]	0.4%	6.2%	0.7%	4.2	57	9.7%	1.3%	6.3%	10.8%
CCOC(=O)/C(C#N)=C/c1cc2cc(C)c(C)cc2nc1Cl	0.2%	1.0%	14.7%	0.0%	2.5	64	7.3%	5.3%	6.8%	1.4%
N/C(=N\OC(=O)Cc1ccccc1[N+](=O)[O-])c1ccccn1	0.4%	1.8%	-0.1%	-0.4%	-1.8	72	-13.0%	-3.7%	-7.0%	-2.6%
COc1ccccc1OCC(=O)Nc1ccccn1	0.3%	2.6%	1.9%	0.2%	-0.9	66	-3.0%	2.7%	14.8%	0.7%	Dengue-2 NS5 capping pilot replicate=3.0
Cc1ccc(OCC(O)CNCc2ccccc2)cc1C (stereo not drawn)	1.0%	-2.0%	12.1%	-0.8%	1.3	60	4.1%	-0.8%	-2.4%	12.5%
CCC(=O)c1ccc(OCC(=O)Nc2ccc(N3CCCCC3)cc2)cc1	0.7%[50 µM]	0.7%	/	/	-0.3	43	/	-6.9%	7.8%	/
CCOC(=O)c1c(NC(=O)C2C3C=CC(CC3)C2C(=O)O)sc(C)c1C (stereo not drawn)	2.8%	1.7%	21.3%	-0.4%	1.4	54	-15.9%	17.5%	12.1%	3.8%
CC(C)C[C@H](NC(=O)C1(c2ccccc2)CCN(C(=O)OC(C)(C)C)CC1)C(=O)N1CCC[C@H]1C(=O)O	0.0%	0.7%	21.9%	0.3%	0.1	85	22.6%	2.7%	6.7%	-1.6%
Cn1c(CC(=O)Nc2ccccc2)c(Sc2ccccc2)c2ccccc21	0.2%	2.3%	5.5%	-0.6%	1.1	91	5.1%	-2.7%	3.7%	1.1%
Cc1ccc(S(=O)(=O)CCC(=O)c2ccc(F)cc2)cc1	-0.9%[50 µM]	1.7%	24.5%	-1.6%	8.6	51	12.2%	-18.9%	6.8%	8.4%
O=C(Nc1ccc(-c2cn3c(n2)SCC3)cc1)c1ccc2ccccc2n1	0.4%	3.3%	8.6%	-0.6%	10.8	48	35.7%	-5.2%	0.2%	-7.1%
Cc1ccc(C(=O)NNC(=O)CSc2nnc(-c3ccncc3)n2C)cc1	-0.9%	1.2%	5.0%	0.0%	-1.7	85	-3.7%	6.9%	1.4%	2.9%
